FUS yeast rescue: rescues growth of FUS-expressing yeast; S. cerevisiae FUS-expressing, growth rescue, OD600, 24 h; Potency, µM (series often up to 76.6 µM), for inactives: at the highest dose growth rescue (activation), most hits filed as activators; hit rate 0.24% among 390,000; AID 1347120; active = well fitted activation curve with a large enough effect; inconclusive = small, poorly fitted or top-dose-only effect; inactive = no such curve, though single readings can be large or run the other way;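 also: plate controls were DMSO vehicle for no effect and reference control for full effect; nearly all actives have a fitted effect of over 55% in size; some results filed as inactive show a strong effect at the top dose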
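Yeast expressing FUS under galactose induction, OD 0.005 in 2% galactose medium; compounds in a dilution series, 24 h at 30C. Growth rescue by absorbance at 600 nm; CP55940 positive control, DMSO negative.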
Starred values were filed as active, the others as inactive; ? = inconclusive; & = joins results of further samples. Potency is read from the fitted curve at half-maximal effect.

nr	SMILES	FUS yeast rescue
1	CCOC(=O)[C@@]12CCC3=C1N(CCC3)C(=O)[C@H](CC(=O)N1CCN(C(=O)C3CC3)CC1)C2	-1%
2	COC(=O)C1CN(Cc2ccccc2)CCS(=O)(=O)N1Cc1cn(Cc2ccccc2Br)nn1 (stereo unspecified)	14µM*
3	Brc1ccc(CSc2nnc(SCc3ccccc3)s2)cc1	-1%
4	Cc1ccc(OC[C@@H](O)CN2CCC(C(O)(c3ccccc3)c3ccccc3)CC2)cc1	8%
5	C=CCN1C(=O)[C@@H](CC(=O)NCc2cccc(C(F)(F)F)c2)[C@]2(C(=O)OCC)CCCCC/C=C/12	?
6	Clc1ccccc1Cn1ccc2ccc(-c3ccc4ccn(Cc5ccccc5Cl)c4c3)cc21	-6%
7	CCOC(=O)[C@]12CCCC=C1N(CCCOC)C(=O)[C@@H]2CC(=O)N1CCN(C(=O)c2ccco2)CC1	-4%
8	COc1ccc(CSc2nnc(SCC(=O)Nc3ccc4c(c3)OCO4)s2)cc1	11%
9	Cc1ccccc1C(=O)NC1CCCCN(Cc2ccc(Cl)cc2)C1=O (stereo unspecified)	7%
10	CC(C)CNC(=O)OCc1cn(Cc2ccc(C(F)(F)F)cc2)nn1	-7%
11	COC(=O)[C@H](C(C)C)N1CCc2nnn(Cc3ccc(C)cc3)c2-c2cc(F)ccc2S1(=O)=O	41%
12	O=C1C[C@@H](C(=O)Nc2ccc(Cl)cc2)[C@@H](c2ccccc2)O1	11%
13	COC(=O)[C@]12C[C@H](CC(=O)NCC3CCCCC3)C(=O)N(CCc3ccc(OC)c(OC)c3)C1=C[C@H](C(C)C)O[C@@H]2C1CC1	?
14	O=C(CN1CCC(NC(=O)NC2CCCC2)CC1)Nc1ccc2c(c1)OCCO2	-2%
15	O=S1(=O)C=CCN1Cc1cn(Cc2ccc(F)cc2)nn1	-10%
16	O=c1c2cc3cc(Cl)ccc3nc2ncn1N1CCCCC1	-16%
17	CC(=O)N1CCc2cc(S(=O)(=O)NCCC(=O)N3CCCC3)ccc21	14%
18	CCOC(=O)[C@]12CCCC=C1N(Cc1ccc(OC)cc1)C(=O)[C@@H]2CC(=O)N1CCSCC1	?
19	COc1cc(O)c(C(CC(=O)N2CCCC(C)C2)c2ccccc2)c(OC)c1 (stereo unspecified)	?
20	OC(c1ccccc1)(c1ccccc1)C1CCN(CCCOc2ccc(Cl)cc2)CC1	19%&20%
21	CCN(CC)C(=O)CC[C@@H]1CC[C@]2(CCCN(Cc3cccnc3)C2)O1	-18%
22	CCCn1c(NC(=O)c2ccccc2)nc(Cc2ccccc2)c1Cc1ccccc1	34%
23	C=CCN1[C@H](Cc2ccccc2)COc2cc(F)ccc2S1(=O)=O	-23%
24	C=CCN1C(=O)[C@H](CC(=O)NCc2cccc(C(F)(F)F)c2)[C@@]2(C(=O)OCC)CCCC=C12	27%
25	Cc1ccc2c(c1)-c1c(cnn1CC(=O)NCCc1ccc(O)cc1)CO2	3%

Some of the entries so far, as labelled records:
[8] COc1ccc(CSc2nnc(SCC(=O)Nc3ccc4c(c3)OCO4)s2)cc1
  FUS yeast rescue: 11%
[16] O=c1c2cc3cc(Cl)ccc3nc2ncn1N1CCCCC1
  FUS yeast rescue: -16%
[23] C=CCN1[C@H](Cc2ccccc2)COc2cc(F)ccc2S1(=O)=O
  FUS yeast rescue: -23%

Next part:
nr	SMILES	FUS yeast rescue
26	CCOC(=O)N1CCN(C(=O)C[C@H]2C(=O)N(CCCOC)C3=CCCC[C@@]32C(=O)OCC)CC1	14%
27	CCCCNC(=O)C[C@@H]1C(=O)N(CCc2ccc(Cl)cc2)C2=CCCCC[C@]21C(=O)OC	44%
28	O=C1CCC[C@H]2C[C@H](NCc3ccccc3F)CC[C@]23CCCN13	-10%
29	Cc1ccc(-n2c(COc3ccccc3)nnc2SCC(=O)Nc2ccc3c(c2)OCO3)cc1	27%
30	CCOc1ccc(-n2c(SCC(=O)Nc3ccccc3-c3ccccc3)nnc2-c2ccncc2)cc1	?
31	Cc1n[nH]c(C)c1S(=O)(=O)NCCc1ccccc1	13%
32	Cn1c(=O)c(=O)n(C)c2cc(S(=O)(=O)N3CCN(c4ccccc4Cl)CC3)ccc21	0%
33	COCC(=O)N[C@@H]1C[C@@H]2O[C@@H](CO)CC[C@@H]2O[C@@H]1CCc1ccc(-c2ccccc2)cc1	?
34	CCc1ccc(CCNC(=O)OC2CC3CC2[C@H]2CCCCN2[C@H]3Cc2ccccc2)cc1 (stereo partly specified)	28%
35	O=C(CN1C(=O)C2(OCCCO2)c2ccccc21)NCc1ccccc1Cl	12%
36	COC(=O)[C@]12C[C@H](CC(=O)NCCC(C)C)C(=O)N(Cc3ccc(Cl)cc3Cl)C1=C[C@H](C(C)C)O[C@@H]2C1CC1	16%
37	C[C@H]1[C@@H](OC(=O)NCc2ccc(C(F)(F)F)cc2)CC[C@@]23CCCN2C(=O)CCC[C@@H]13	26%
38	Clc1ccc(-n2c(SCc3cccc4ccccc34)nnc2-c2ccccn2)cc1	?
39	O=C(Nc1ccc(NC(=O)c2ccccc2Cl)c(Cl)c1)c1ccccn1	6%
40	CCOC(=O)C1CCCCN1C(=O)[C@@H]1CC=C[C@@H]2CCN(c3ccccc3)C(=O)[C@@H]21 (stereo partly specified)	-11%
41	O=C(C1CC1)n1ccc2ccc(-c3ccc4ccn(Cc5ccccc5)c4c3)cc21	-8%
42	COc1ccc(-c2c(C(=O)c3ccccc3)[nH]c(N)c2C(=O)c2c[nH]c3ccccc23)cc1OC	31%
43	S=C(Nc1ccc(Cl)c(Cl)c1)Nc1nnc(-c2ccncc2)s1	26%
44	CCOC(=O)CC[C@@]1(C(=O)OCC)C[C@@H](CC(=O)N2CCSCC2)C(=O)N2CCCC=C21	4%
45	CCCC#Cc1ccc(CC[C@H]2O[C@H]3CC[C@H](CO)O[C@H]3C[C@H]2NC(=O)CN2CCOCC2)cc1	43%
46	CCC(C(=O)Nc1ccccc1N1CCCC1)c1ccccc1Cl (stereo unspecified)	7%
47	CN(C(=O)c1ccccc1OCC(=O)Nc1ccc(Br)cc1)c1ccccc1	35%
48	CCOc1ccc(CCNC(=O)c2cc3sccc3n2Cc2cccc(C)c2)cc1OCC	-4%
49	Clc1ccc([C@H]2OC[C@@]3(CNCc4ccc5c(c4)OCO5)CS[C@H](c4ccc(Cl)cc4)N23)cc1	?
50	O=C(c1cc(Cl)cc(Cl)c1)N1CC[C@H]2[C@H](CCCN2Cc2ccc(F)cc2)C1	-1%
51	Cc1ccccc1CS(=O)(=O)Cc1ccc(C(=O)Nc2ccc(F)cc2)o1	11%
52	COc1ccc(S[C@]2(C(=O)N3CCOCC3)CC(=O)N(c3ccsc3)[C@@H]2c2ccc(OC)cc2)cc1	?
53	CC(C)N(C(N)=NC(=O)OCc1ccccc1)C(C)C	9%
54	C=CCN1C(=O)[C@@H](CC(=O)NCCCOCCCC)[C@]2(C(=O)OC)CCCCC=C12	18%
55	COC(=O)CC[C@@H](/C=C/C(=O)OC(C)(C)C)Sc1ccc(C(C)(C)C)cc1	2%
56	CC(C)C[C@H]1COc2cc(N3CCSCC3)ccc2S(=O)(=O)N1C	36%
57	O=C(OCC#CCSc1nnc(-c2cccc3ccccc23)o1)c1sccc1Cl	-18%
58	Cc1ccc(C)c(NC(=O)c2cc(-c3ccc(Cl)cc3)nc3ccccc23)c1	1%
59	CCOC(=O)C1CCN(C(=O)C(Cc2ccc3c(c2)OCO3)NC(C)=O)CC1 (stereo unspecified)	-16%
60	S=c1[nH]nc(-c2cc(-c3ccccc3)n[nH]2)n1N=Cc1cccc(Oc2ccccc2)c1	15%
61	Cc1ccccc1C(=O)NC1CCCCN(Cc2cccc(Cl)c2)C1=O (stereo unspecified)	5%
62	Cc1ccc(NC(=O)CSc2nnc(-c3cccnc3)n2Cc2ccco2)c(C)c1	0%
63	COc1ccc2c(c1)CNC2CS(=O)(=O)NCc1ccc(F)cc1 (stereo unspecified)	2%
64	O=C(OCC#CCSc1nnc(-c2cccc3ccccc23)o1)c1cccc(F)c1	17%
65	N#Cc1ccc(NC(=O)OC2CCC23CCC(c2ccccc2)CC3)cc1 (stereo unspecified)	19%
66	Cc1ccc(-c2nc3ncccn3c2NC(=O)Nc2ccc(OC(F)(F)F)cc2)cc1	-21%
67	COC(=O)C1CN(CC(C)C)CCS(=O)(=O)N1Cc1ccc(C(F)(F)F)cc1 (stereo unspecified)	?
68	CCN(CC)c1ccc(NC(=O)CSc2nnc(SCc3ccc(Cl)cc3)s2)cc1	16%
69	COc1cccc(-c2nnc(SCC(=O)OC(C)C)n2-c2ccc(Cl)cc2)c1	32%
70	O=C(OCc1cn(Cc2ccc(C(F)(F)F)cc2)nn1)N1CCOCC1	-6%
71	Cc1cccc(NC(=O)CSc2ncnc3sc4c(c23)CCCC4)c1	8%
72	Cc1nc2ccc(NC(=O)c3cc(F)cc(F)c3)cc2c(=O)[nH]1	-14%
73	Oc1ccc2ccccc2c1C=NN1CCN(Cc2ccc(Cl)cc2)CC1	-1%
74	CCN1CCCCC(NC(=O)c2ccc(F)c(F)c2)C1=O (stereo unspecified)	22%
75	CCCCN1CCN(C(=O)Cn2c(=O)c3ccccc3n(CC)c2=O)CC1	11%

(cont.)
nr	SMILES	FUS yeast rescue
76	CCCC[C@@H]1C(=O)N2N=Cc3cc(C)c(C)cc3[C@H]2N2N=Cc3cc(C)c(C)cc3[C@@H]12	?
77	O=C(CSc1nnc(-c2ccc(Cl)cc2)n1-c1ccccc1)Nc1ccc(Oc2ccccc2)cc1	4%
78	CC(=O)c1cc(-c2cnn(Cc3ccccc3)c2)c(=O)n2c1CCC2	10%
79	O=C1CC(c2ccc3c(c2)OCO3)N=C2N(CC3CC3)C/C(=C/c3ccccc3)N12 (stereo unspecified)	-8%
80	Nc1c(C(=O)N2CCN(c3ccccc3)CC2)nnn1Cc1ccc(Cl)cc1	-10%
81	CC(C)(C)C(=O)OC12CCCN(C1)/C(=C/c1ccccc1)C2 (stereo unspecified)	7%
82	C[C@H]1COc2cc(Br)ccc2S(=O)(=O)N1Cc1cn(Cc2ccc(F)cc2)nn1	-1%
83	CCCn1c(NC(=O)c2ccccc2)nc(Cc2ccccc2)c1-c1ccc(OC)cc1	43%
84	COC(=O)CN1CCN(C(=O)c2csc3ccccc23)CC1	-3%
85	COc1ccc2c(c1)CN1CN(Cc3ccccc3)S(=O)(=O)CC21 (stereo unspecified)	-14%
86	CCn1c2ccccc2c2cc(NC(=O)COC(=O)c3cc(F)ccc3C)ccc21	17%
87	C/C(C=Nn1c(-c2ccc(F)cc2)n[nH]c1=S)=C/c1ccco1	?
88	COc1cccc(NC(=O)Nc2c(-c3ccc(F)cc3)nc3ncccn23)c1	-3%
89	Cc1ccc(NC(=O)c2ccc(CS(=O)(=O)Cc3ccccc3C)o2)cc1C	2%
90	COCC(=O)N[C@H]1C[C@@H]2O[C@H](CO)CC[C@@H]2O[C@@H]1CCc1ccc(-c2ccccc2)cc1	23%
91	O=C(c1cccnc1Cl)N1CCC(Oc2cccnc2)CC1	25%
92	O=C(CCn1nnc(-c2cccs2)n1)N1CCOCC1	-11%
93	Cn1cc(C2(C)CCOc3ccccc32)c2ccccc21 (stereo unspecified)	-8%
94	CCCCCCCCN1C(=O)[C@@H](CC(=O)NCCC(C)C)C[C@@]2(C(=O)OC)C1=C[C@H](C(C)C)O[C@@H]2C1CC1	31%
95	O=C(NC1CCCC1)C1(C(=O)C2CC2)CC(c2ccccc2C(F)(F)F)=NO1 (stereo unspecified)	40%
96	COC(=O)C1CN(CCc2ccccc2)CCS(=O)(=O)N1Cc1ccc(OC)cc1 (stereo unspecified)	13%
97	CCN(CC)C(=O)CC[C@H]1CC[C@]2(CCCN(C(=O)c3ccco3)C2)O1	-17%
98	Cc1c(NC(=O)C2CCCN(S(=O)(=O)c3ccc(F)cc3)C2)c(=O)n(-c2ccccc2)n1C (stereo unspecified)	-8%
99	CCCCCC(=O)NC1CCCCN(Cc2cccc(Cl)c2)C1=O (stereo unspecified)	27%
100	COCC(=O)N1CCC(C(=O)NCC2COc3ccccc3O2)CC1 (stereo unspecified)	-3%
101	CC(C)NC(=O)N[C@H]1C[C@@H]2O[C@@H](CO)CC[C@@H]2O[C@@H]1CCc1ccc(-c2ccccc2F)cc1	?
102	CCC[C@H]1[C@@H](NC(=O)c2cccc(Cl)c2)CC[C@@]23CCCN2C(=O)CCC[C@@H]13	20%
103	O=C(Nc1cc(S(=O)(=O)N2CCOCC2)ccc1N1CCCC1)c1cc2c(s1)CCCC2	0%
104	COc1cccc([C@H]2NC(=O)C/C=C/[C@@H](C)[C@@H](c3cccc(OC)c3)NC(=O)C/C=C/[C@H]2C)c1	28%
105	CCn1c(COc2ccc(C)cc2)nnc1SCC(=O)Nc1ccc(Oc2ccccc2)cc1	-4%
106	O=[N+]([O-])c1cccc2[nH]c(CNc3nc(N4CCOCC4)nc4c3ncn4-c3ccsc3)nc12	14%
107	COC(=O)[C@]12C[C@H](CC(=O)NCc3cccs3)C(=O)N(CCc3ccc(OC)c(OC)c3)C1=C[C@H](C(C)C)O[C@@H]2C1CC1	?
108	CCCCCCCCNS(=O)(=O)CC1NCc2ccccc21 (stereo unspecified)	10%
109	COC(=O)[C@]12C[C@H](CC(=O)N3CCCCC3)C(=O)N(Cc3ccco3)C1=C[C@H](C1CCCC1)O[C@@H]2C	35%

Arranged by value in FUS yeast rescue (highest first): 3 of the compounds above
entry | Compound | FUS yeast rescue
104 | COc1cccc([C@H]2NC(=O)C/C=C/[C@@H](C)[C@@H](c3cccc(OC)c3)NC(=O)C/C=C/[C@H]2C)c1 | 28%
102 | CCC[C@H]1[C@@H](NC(=O)c2cccc(Cl)c2)CC[C@@]23CCCN2C(=O)CCC[C@@H]13 | 20%
103 | O=C(Nc1cc(S(=O)(=O)N2CCOCC2)ccc1N1CCCC1)c1cc2c(s1)CCCC2 | 0%

These rows are one share of the data; the hit share may differ from the screen's.
